FBW7 activator: activators of human E3 ligase FBW7 | normalized activity (activation), % at 26.1 µM | AID 1259310 | 650,000 tested, 0.13% active | AlphaScreen FBW7–phospho-cyclin E peptide binding, activator screen; in the data active = normalized activity above about 1.9%;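 also: purified mutant Fbw7 with reduced substrate affinity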
Target sequence (Q969H0 whole entry, looked up): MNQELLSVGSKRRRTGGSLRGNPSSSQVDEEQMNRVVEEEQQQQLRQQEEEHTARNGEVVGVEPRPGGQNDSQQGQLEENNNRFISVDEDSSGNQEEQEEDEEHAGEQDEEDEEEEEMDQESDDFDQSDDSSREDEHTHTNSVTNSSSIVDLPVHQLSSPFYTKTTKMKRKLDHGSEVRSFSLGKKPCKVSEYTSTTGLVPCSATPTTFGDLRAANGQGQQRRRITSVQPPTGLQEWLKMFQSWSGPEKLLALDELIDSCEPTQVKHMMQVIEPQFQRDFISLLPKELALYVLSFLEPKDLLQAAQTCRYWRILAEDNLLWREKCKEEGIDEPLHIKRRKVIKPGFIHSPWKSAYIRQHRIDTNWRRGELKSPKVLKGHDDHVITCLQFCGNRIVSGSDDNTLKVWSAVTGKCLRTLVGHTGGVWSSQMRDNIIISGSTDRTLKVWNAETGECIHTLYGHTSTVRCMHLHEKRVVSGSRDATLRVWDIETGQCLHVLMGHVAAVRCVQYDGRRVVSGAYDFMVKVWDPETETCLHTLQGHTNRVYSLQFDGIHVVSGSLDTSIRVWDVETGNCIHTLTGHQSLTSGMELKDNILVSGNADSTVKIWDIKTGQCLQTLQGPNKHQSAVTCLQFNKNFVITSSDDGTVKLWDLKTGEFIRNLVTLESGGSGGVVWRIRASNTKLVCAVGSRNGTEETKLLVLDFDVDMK
MITF inh: blocks human microphthalmia-associated transcription factor | O75030 | AlphaScreen MITF homodimerization, bead proximity signal | inhibition, % at 2.6 µM | 650,000 tested, 0.91% active; in the data active = inhibition above about 50%;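 also: 0% = vehicle wells with protein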
GPR151 activ: activators of human GPR151; Q8TDV0; PathHunter beta-arrestin GPR151 cells, luminescence; activation, % at 11.2 µM; 650,000 tested, 1% active; in the data active = activation above about 4.9%;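 also: 0% = median of compound wells and 100% = cells with positive control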
TEAD-YAP inh: TEAD-YAP interaction inhibition; HEK-TIYL cells, TEAD-Gal4/YAP UAS-luciferase luminescence; inhibition, % at 9.12 µM; 640,000 tested, 1.4% active; AID 1259422; in the data active = inhibition above about 32%;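 also: 0% = median of test compound wells and 100% = reference inhibitor wells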
The depositor's hits bear a star. No enrichment for hits; about 3.4% have a hit in one of these screens.

compound,FBW7 activator,MITF inh,GPR151 activ,TEAD-YAP inh
Cc1cccc(Cn2c(N3CCN(CCO)CC3)nc3c2c(=O)[nH]c(=O)n3C)c1,0.0,11.8,-1.5,-8.9
NS(=O)(=O)c1ccc(NC2=C(Cl)C(=O)OC2OC(=O)c2ccccc2)cc1 (configuration not stated),0.2,5.5,0.3,-7.2
COCCNC(=O)[C@@H]1C[C@H](NCC2=CC[C@H]3C[C@@H]2C3(C)C)CN1Cc1ccccc1,0.2,2.1,-1.4,5.5
Cc1cccc(-n2ncc3c(NCCCN4CCOCC4)ncnc32)c1,-0.1,6.3,0.3,8.5
O=C1C2C(c3ccccc3)C=CC(c3ccccc3)C2C(=O)N1c1ccc(F)cc1 (configuration not stated),0.1,13.2,1.9,-7.3
CCc1nc2sccn2c(=O)c1C(=O)NC(Cc1ccccn1)C(F)(F)F (configuration not stated),-0.5,-1.6,0.1,9.8
COc1ccc(-c2c3c(nc4sc(C(=O)c5ccc(Br)cc5)c(N)c24)CCC3)cc1,-0.1,-0.5,-0.9,-4.8
COc1ccc(C)cc1NC(=O)CN1CCN(S(=O)(=O)c2ccc(C(C)C)cc2)CC1,-0.1,-5.4,-0.6,-1.7
Cc1oc(-c2ccccc2F)[n+]([O-])c1C,0.8,11.0,0.6,-3.3
OCCN1CCN(c2nc(CSc3ccccc3)nc3sc4c(c23)CCC4)CC1,-0.2,28.3,-1.5,-6.0
Cc1ccc(NC(=O)c2cc(CC(C)C)on2)cc1C,-0.1,-5.8,-0.3,-56.6
O=C(O)c1ccc(N2C(=O)c3ccc(C(=O)c4ccc([N+](=O)[O-])cc4)cc3C2=O)cc1,-0.1,-5.3,0.0,-0.9
Cc1cc(Nc2c(C)n(C)n(-c3ccccc3)c2=O)n2c(nc3ccccc32)c1C#N,0.2,-1.8,0.8,-3.5
Cc1nc(SC(C(=O)NC(N)=O)C(C)C)c2c3c(sc2n1)CCC3 (configuration not stated),0.0,0.7,0.6,-2.7
COc1ccc(C(=O)N=c2sc3cc(OC)c(OC)cc3n2C)c(OC)c1,0.4,12.3,-1.8,-9.1
CCOC(=O)c1c(N)sc2c1CCCS2,0.0,5.0,3.5,-5.7
CC(=O)c1ccc(NC(=O)CN2CCN(c3ccc(C(C)=O)cc3)CC2)cc1,0.0,31.4,-0.6,16.2
COc1cc(=O)n2c(c1C(=O)NCc1cccs1)CCN(Cc1nccs1)CC2,0.3,18.2,-0.8,-8.9
COc1ccc(S(=O)(=O)NCCNc2nc3ccc(OC)cc3cc2C#N)cc1,0.7,-14.8,-0.9,-0.7
Cn1c(=O)c2ccccc2n2c(SCc3ccccn3)nnc12,-0.1,2.3,1.0,8.1
O=C(NCCN1CCOCC1)c1cnc(N2CCCC2CO)s1 (configuration not stated),0.0,-9.3,1.7,-6.9
O=C(c1cc(F)cc(F)c1)n1cc(Br)cn1,0.0,-7.2,-0.3,3.9
CCOc1ccc(N)cc1S(=O)(=O)N1CCCC1,0.0,5.8,-0.1,7.8
CCOC(=O)c1c(C)n(C)c2ccc(OC(=O)c3ccc(C)cc3)cc12,0.1,-0.6,0.5,-4.8
COc1cc(CNc2ccc3ncc(-c4cccs4)n3n2)cc(OC)c1OC,0.2,16.5,0.1,-2.1
O=C(c1cnn(-c2ccccc2)c1)N1CCC(c2ccnc(-c3ccccc3)n2)CC1,0.9,2.8,0.7,-15.7
O=C1CC(c2noc(-c3ccccn3)n2)CN1Cc1cccs1 (configuration not stated),0.8,4.6,-0.6,-7.2
CCN(CC)C(=O)c1c(NC(=O)c2ccccc2F)sc2c1CCC2,-0.1,-12.5,0.1,-4.7
CC1=C(C(N)=O)C(c2ccc(O)cc2)n2nc(CCCO)nc2N1 (configuration not stated),-0.1,-0.8,1.1,0.7
CSc1nnc2c(n1)OC(c1cccc(F)c1)N(C(C)=O)c1ccccc1-2 (configuration not stated),0.1,6.6,0.0,-11.6

Single records, from the list above. Screens in order: FBW7 activator, MITF inh, GPR151 activ, TEAD-YAP inh
Shown for `O=C(NCCN1CCOCC1)c1cnc(N2CCCC2CO)s1` (configuration not stated) : 0.0, -9.3, 1.7, -6.9
Shown for `CCOC(=O)c1c(N)sc2c1CCCS2` : 0.0, 5.0, 3.5, -5.7
Shown for `CCOc1ccc(N)cc1S(=O)(=O)N1CCCC1` : 0.0, 5.8, -0.1, 7.8
Shown for `Cn1c(=O)c2ccccc2n2c(SCc3ccccn3)nnc12` : -0.1, 2.3, 1.0, 8.1
Shown for `CC(=O)c1ccc(NC(=O)CN2CCN(c3ccc(C(C)=O)cc3)CC2)cc1` : 0.0, 31.4, -0.6, 16.2

(continued)
compound,FBW7 activator,MITF inh,GPR151 activ,TEAD-YAP inh
CCN1CCN(C(=O)CSCc2ccc(Br)cc2)CC1,0.0,-9.8,-0.3,-50.6
CCOC(=O)CNC(=O)c1ccc(OCC)cc1,0.4,15.5,-5.1,8.5
CCCOC(=O)c1ccc(NC(=O)c2c(-c3ccccc3)noc2C)cc1,0.8,7.6,-0.3,5.5
CCC1CN(Cc2ccc(NC(C)=O)cc2)Cc2cc(OC)ccc2O1 (configuration not stated),0.2,3.4,-1.0,-9.7
CCOc1ccc(-c2ncn(CCO)c2[N+](=O)[O-])cc1,0.0,-5.7,-0.9,-0.9
O=C(CSc1nnc2ccccn12)N1CCCC1,-0.1,-4.5,-0.2,-9.6
NC(=O)c1c(Cl)nsc1S(=O)(=O)Cc1ccccc1,-0.1,-1.1,-2.3,45.5*
COCC(=O)N(CC(=O)Nc1sc(C)c(C)c1C(N)=O)Cc1ccc(F)cc1,0.6,0.2,-0.1,0.2
CCOC(=O)c1cnc(SCC(=O)N2CCN(C)CC2)nc1N,-0.3,-4.3,1.4,-2.1
Cc1nc(N2CCCC2C(=O)N2CCC(c3ccc(F)cc3)C2)nc2ccccc12 (configuration not stated),0.0,6.8,0.5,-7.6
Cc1c(C(=O)NC(=O)NCCC(C)C)c(Cl)nc(Cl)c1[N+](=O)[O-],0.2,7.0,1.6,18.9
CC(=O)Nc1ccc(N=Nc2ccccc2)s1,-0.6,4.4,-0.6,-42.1
COc1cccc(C(=O)N2CCN(C(=O)c3cc(OC)cc(OC)c3)CC2)c1,0.1,8.3,1.1,0.1
CC(=O)Nc1ccc(Cl)c(NC(=O)c2ccco2)c1,-0.1,3.0,3.6,-5.8
C=CCNC(=O)C(=O)NCC1OCCCN1S(=O)(=O)c1cc(F)ccc1F (configuration not stated),0.1,10.4,0.8,2.8

Shown with two lines to a compound: 2 of the compounds above
Values run as follows: FBW7 activator | MITF inh | GPR151 activ | TEAD-YAP inh
> CCN1CCN(C(=O)CSCc2ccc(Br)cc2)CC1
    0.0 | -9.8 | -0.3 | -50.6
> CC(=O)Nc1ccc(Cl)c(NC(=O)c2ccco2)c1
    -0.1 | 3.0 | 3.6 | -5.8

(further entries)
compound,FBW7 activator,MITF inh,GPR151 activ,TEAD-YAP inh
COc1cccc(-c2ocnc2C(=O)NC(C)CCc2ccccc2)c1 (configuration not stated),0.1,3.1,0.4,4.7
COc1cc(-c2[nH]nc3c2C(c2ccc4c(c2)OCO4)C(C#N)=C(N)O3)cc(OC)c1OC (configuration not stated),-0.1,66.3*,1.3,14.6
COc1cccc(N2C(=O)CSC2=S)c1,0.0,13.3,-0.4,1.8
CCN(C(=O)Cn1c(=O)oc2ccccc21)c1cccc(C(F)(F)F)c1,-0.1,4.6,-0.2,-1.6
CCOc1ccc2nc3sc(C(=O)N4CCN(C)CC4)c(N)c3cc2c1,-0.1,-4.8,-0.8,-26.1
CCOC(=O)/C=C/c1c(C)n(C(=O)c2ccccc2)c(=O)n(C(=O)c2ccccc2)c1=O,-0.3,5.7,0.2,3.2
NS(=O)(=O)c1ccc(CNC(=O)c2ccc(Cl)s2)cc1,0.3,3.4,-1.0,4.2
CCCCNC(=O)c1ccccc1NC(=O)CCC,0.2,21.0,-1.2,-16.9
O=C(CN1C(=O)COc2ccccc21)NNC(=O)Nc1ccccc1F,0.1,10.7,0.1,4.7
COc1nc(Nc2cc(OC)c(OC)c(OC)c2)nc(-c2c(C)nn(C)c2C)n1,0.1,15.8,-0.8,-8.9
CS(=O)(=O)c1cnc(-c2ccccn2)nc1-c1ccccc1,-0.2,-4.1,-1.1,-0.3
CCOc1cccc(OCCCOc2ccccc2C(C)=O)c1,0.1,-10.9,0.9,-1.0
CCC(C(=O)NCCN(CC)c1ccccc1)N1C(=O)COc2ccccc21 (configuration not stated),0.8,8.9,-0.3,9.6
CC(C)(C)c1ccc(COCCn2cc(-c3ccncn3)cn2)cc1,0.1,17.2,1.5,-5.8
Cc1n[nH]c(C)c1SCC(=O)Nc1ccc(F)cc1,0.0,2.4,1.2,0.5
COc1ccc(N(C(=O)c2ccc(Br)cc2)C2C=CS(=O)(=O)C2)cc1 (configuration not stated),-0.5,-10.6,0.5,-0.3
COCCC1CCCCN1C(=O)c1cccc(OC2CCN(CC(C)(C)C)CC2)c1 (configuration not stated),0.1,2.3,0.0,4.2
CCOc1ccc(NC(=O)CSc2nc3cc(OC)c(OC)cc3cc2C#N)cc1,0.0,-5.1,0.6,3.6
COc1ccc(N2CC(C(=O)NC3=NCCS3)CC2=O)cc1 (configuration not stated),-0.1,0.7,-0.5,0.3
CCC1=NN2C(=N)/C(=C/c3ccc(OCCOc4ccc(OC)cc4)c(OC)c3)C(=O)N=C2S1,0.1,14.3,-2.5,-9.7
O=C(CC1OCC2CCCN2C1=O)Nc1ccc([N+](=O)[O-])cc1 (configuration not stated),-0.2,0.5,-0.3,1.3
CC1CN(CC(=O)NC2CCOCC2)Cc2ccccc2O1 (configuration not stated),0.1,3.6,2.1,0.2
O=C1N[C@@H](Cc2ccc(O)cc2)C(=O)N2CCN(Cc3cnn(-c4ccccc4)c3)C[C@H]12,-0.3,2.0,2.3,-1.4
Cc1ccc(S(=O)(=O)Nc2ccccc2C(=O)NCc2ccco2)cc1[N+](=O)[O-],-0.1,-1.9,11.4*,5.5
CSc1ccc(C=Nc2cccc(C(N)=O)c2)cc1,0.1,19.7,0.0,-9.2
CC(=O)Nc1ccc(N2C(=O)CS(=O)(=O)C2c2ccccc2[N+](=O)[O-])cc1 (configuration not stated),0.6,13.7,-1.5,3.0
CCOc1ccc(NC(=O)CCC(=O)c2ccc(Br)cc2)cc1,0.0,-2.5,-0.8,0.2
O=S(=O)(NCc1ccco1)c1cccc(NS(=O)(=O)c2ccccc2F)c1,0.1,20.3,-2.0,-2.5
O=C1Nc2ccccc2C12NN=C(c1ccccc1)S2 (configuration not stated),0.0,6.6,0.0,18.1
Cc1nc2ccccc2nc1CN1CCN(Cc2ccc(F)c(F)c2)C(CCO)C1 (configuration not stated),-0.1,-1.7,-0.4,3.7
Cc1cc(C)cc(NC(=O)C(=O)NCC2CCCN2S(=O)(=O)c2cc(C)ccc2C)c1 (configuration not stated),-0.1,-6.7,0.7,-0.5
O=C(Nc1nc2ccc([N+](=O)[O-])cc2s1)c1cccs1,0.0,7.8,-0.7,-52.0
N#CC1=c2/c(=C/c3ccco3)c(N)c(C#N)n2C(=O)C(c2ccco2)S1 (configuration not stated),-0.3,68.0*,0.1,13.3
Cc1ccc(CN2CCc3nnc(CNC(=O)C4CCCN(C)C4)n3CC2)o1 (configuration not stated),0.7,2.3,1.6,-3.7
Cc1cccc(NC(=O)CCSc2ccc(Cl)cc2)c1,0.2,-9.8,-0.4,1.1
CSc1nnc(CCCN)n1CC(C)C,0.0,6.7,-0.1,-2.4
